TTR transcr act – activators of transthyretin transcription. SH-SY5Y TTR promoter Gaussia luciferase, luminescence; 100% = recombinant luciferase protein wells. activation, % at 16.7 µM. AID 1117267. hit rate 1.3% among 92,000;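 active means activation above the mean of all tested compounds plus 3 SD, cut at about 9.5% in these data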;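 further: cells exposed to compounds for one day before reading; 0% = median of all test compound wells on the plate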
Starred values were filed as active, the others as inactive. An excerpt, so the mix of outcomes need not match the whole.

The opening two compounds (preview)
molecule	TTR transcr act
O=C1CCCN1CCCNS(=O)(=O)c1ccc(Br)cc1	4.5
CC1=Nc2ccccc2N=C(N)C1c1ccccc1 (stereo not drawn)	-0.9

This part in full, from the first entry:
molecule	TTR transcr act
O=C1CCCN1CCCNS(=O)(=O)c1ccc(Br)cc1	4.5
CC1=Nc2ccccc2N=C(N)C1c1ccccc1 (stereo not drawn)	-0.9
COc1cccc(NC(=O)C(Sc2nnc(Nc3ccccc3C)s2)c2ccccc2)c1 (stereo not drawn)	-0.3
O=C(CNC(=O)c1ccccc1F)NCCN1C(=O)S/C(=C\c2ccccc2Cl)C1=O	1.4
O=C(NCc1ccccc1)c1sc(=S)n2c1[nH]c(=O)c1ccccc12	-1.8
Cc1noc(NS(=O)(=O)c2ccc(NC(=O)c3ccc(F)cc3)cc2)c1C	-2.0
CN(NS(=O)(=O)c1ccccc1)C(=O)c1ccccc1	1.4
O=C(NCc1ccc(F)cc1F)[C@@H]1CCCN1C(=O)[C@@H]1CCCN1C(=O)c1ccc(Cl)cc1	2.1
O=S(NCc1ccco1)C12CC3CC(CC(C3)C1)C2 (stereo not drawn)	-0.2
O=C(CNC(=S)N(Cc1ccccc1)Cc1cccnc1)N1CCOCC1	0.6

Following part
molecule	TTR transcr act
Cc1ccc(NC(=S)C2=C(O)c3ccccc3N(C)S2(=O)=O)cc1	-3.8
CC1CCCC(C)N1C(=O)CSc1nnc(-c2ccco2)n1C (stereo not drawn)	3.9
Cc1ccc2ccccc2c1C(O)c1ncc(-c2cccc(C(F)(F)F)c2)[nH]1 (stereo not drawn)	-1.4
COc1ccc(N2CC(C(=O)N[C@@H](C)C(=O)N[C@H](CO)c3ccccc3)CC2=O)cc1 (stereo partly drawn)	-1.8
CC(C)n1c(O)c(N=NC(=O)Cc2csc(N3CCOCC3)n2)c2ccccc21	3.8
COc1ccccc1CNC(=O)CCCn1c(=O)c2ccccc2n(CC(=O)NC2CCCC2)c1=O	1.9
C/C(=N\NC(=O)c1ccc(C)cc1C)c1ccc2c(c1)Nc1ccccc1S2	2.4
COc1ccc(-c2nc(CSCC(=O)N3CCc4ccccc43)c(C)o2)cc1OC	1.3
CCN(CC)C(C(=O)Nc1ccc(C(C)C)cc1)c1ccc2c(c1)OCO2 (stereo not drawn)	-0.7
CCOC(=O)c1ccc(NC(=O)CSc2nnc(Cc3cccs3)n2C)cc1	-0.7

Next part
molecule	TTR transcr act
CCCOc1ccc(CN(CCO)CCO)cc1[N+](=O)[O-]	-1.4
COC(=O)C[C@@H]1CC[C@@H](NC(=O)C2CCC2)[C@@H](CO)O1	3.5
CC(C)(C)OC(=O)N1Cc2ccccc2C[C@H]1C(=O)NCC(=O)NC1CCCCC1	0.0
Cc1cccc(NC(=O)CSc2nc3ccc(N4C(=O)c5ccccc5C4=O)cc3s2)c1C	-1.2
COc1ccc(C2=Nc3ccccc3N(C(=O)c3ccc4c(c3)OCO4)C2C(=O)Nc2c(C)cccc2C)cc1 (stereo not drawn)	-2.7
COC(=O)c1c(C)c2c(C)cc3ccccn3c-2c1C(=O)OC	0.7
Cc1c(C)n(C)c2ccc(C(=O)NCc3cccs3)cc12	-1.3
CCc1ccc(OCc2nnc(SCC(=O)N3CCOCC3)o2)cc1	3.7
CCN(CC)S(=O)(=O)c1cccc(NC(=O)COC(=O)c2cncc(Br)c2)c1	-0.4
Nc1cc(-c2ccc(Br)cc2)nn1S(=O)(=O)c1cccc2nsnc12	-2.5

Other entries follow:
molecule	TTR transcr act
O=C(COC(=O)Cc1cccs1)Nc1cc(S(=O)(=O)N2CCOCC2)ccc1Cl	-0.5
C=CCc1ccc(OCCCNC2CCCC2)c(OC)c1	0.5
O=C(Nc1nccc(-c2cccs2)n1)c1ccccc1Cl	-1.6
COC(=O)c1c(-c2ccco2)csc1NC(=O)C1CC=CCC1C(=O)O (stereo not drawn)	2.4
O=C(OCC#CCSc1nnc(-c2cccc3ccccc23)o1)c1ccc(C(F)(F)F)cc1	-1.2
CCN(CC)c1ccc(NC(=O)Nc2ccccc2C(F)(F)F)cc1	7.2
CCCC(C)C(=O)Nc1ccncc1 (stereo not drawn)	0.7
CC(Sc1nc2ccccc2s1)C(=O)NC1CCCc2ccccc21 (stereo not drawn)	-1.0
COc1ccc(N2CCN(C(CNC(=O)CC(C)(C)C)c3ccc4c(c3)OCO4)CC2)cc1 (stereo not drawn)	-1.6
Fc1ccc(NC(=S)NCc2ccc3c(c2)OCO3)cc1	3.4

(further entries)
molecule	TTR transcr act
O=C(Nc1ccc(N2CCCC2)c(Cl)c1)c1ccc([N+](=O)[O-])o1	-3.7
C=CCNC(=S)N/N=C/c1ccc(OCc2ccccc2Cl)cc1	0.3
O=C(NC1CCCC1)C(c1cccnc1)N(Cc1ccccc1F)C(=O)c1csnn1 (stereo not drawn)	-0.6
Cc1cccc(NC(=O)c2cnn(C)c2)c1C	-0.2
O=C(c1cccnc1)N1N=C2CCCCCC2C1(O)C(F)(F)F (stereo not drawn)	-0.5
CCCCc1nc2sc3c(SCC(=O)NCc4ccco4)ncnc3c2c2c1CCC2	-1.9
NC(=S)N/N=C/c1coc2ccc(Br)cc2c1=O	0.2
Cc1ccc(C(=O)OCC(=O)NC(C)C)cc1S(=O)(=O)N1CCOCC1	-0.8
COCCCn1c(=O)/c(=C\c2ccc(OC(F)F)c(OC)c2)s/c1=C(/C#N)C(=O)NCCOC	4.1
CC1=C(C(=O)N(C(C)C)C(C)C)CC(CC(=O)NC2CCCCC2)C(=O)N1CCC1=CCCCC1 (stereo not drawn)	-1.9

The list continues.
molecule	TTR transcr act
C=CCCC(=O)Nc1nc(C)c(-c2csc(Nc3ccccc3OC)n2)s1	-0.4
Cc1ccc2nc(N3CCN(Cc4ccc(F)cc4)C3=O)c(C)cc2c1	2.6
CCCc1ccc(S(=O)(=O)N(C)S(=O)(=O)c2ccc(F)cc2)cc1	-1.8
O=C(N/N=C/c1cc2ccccc2[nH]1)c1ccccc1Cl	-0.4
Cn1c2ccc(Cl)cc2c2nc3ccccc3nc21	1.9
O=C1NC2=C(C(=O)CCC2)C(c2ccc3ncccc3c2)N1 (stereo not drawn)	0.2
CCOc1ccc(NC(=O)CSc2nc3ccccc3c(=O)n2CCCC(=O)NCCCN2CCCC2=O)cc1	-1.1
C(=N\N1CCN(C2c3ccccc3-c3ccccc32)CC1)/c1ccncc1	-4.6
O=[N+]([O-])c1ccccc1NCCNc1ncc(C(F)(F)F)cc1Cl	5.4
CC(C(=O)Nc1sc2c(c1C(=O)NCc1ccco1)CCCC2)N1C(=O)c2ccccc2C1=O (stereo not drawn)	-0.4

Further compounds:
molecule	TTR transcr act
Cc1cccc(NC(=O)CSCC(=O)Nc2ccccc2C(=O)NC2CC2)c1	-0.5
O=C(Nc1cc2c(oc1=O)CCCC2=O)c1ccc(Cl)cc1	-2.3
CN1C(=O)C(CC(=O)Nc2ccc(F)cc2)N(NC(=O)c2cccc(F)c2)C1=S (stereo not drawn)	2.7
COc1ccc(OCC(=O)Nc2ccc(NC(=O)c3ccccc3Cl)c(OC)c2)cc1	4.3
CCc1ccccc1NC(=O)C1CCCN(c2ncccn2)C1 (stereo not drawn)	12*
CCCCCCC(=O)n1ccc2ccc(-c3ccc4ccn(Cc5ccc(OC)cc5)c4c3)cc21	-1.1
Cc1cc(C)n2c(Nc3ccc4c(c3)OCCO4)c(-c3ccccn3)nc2n1	1.7
CCOc1ccc(/C(=N\O)C(C)NO)cc1 (stereo not drawn)	3.3
COc1ccccc1/C=N/NC(=O)c1cccc2ccccc12	-0.1
CC(C)[C@H](NC(=O)OCc1ccccc1)C(=O)OCC(=O)N1CCCCC1	0.0

(list continues)
molecule	TTR transcr act
COc1cc(C(C)=O)ccc1OCCCOc1cccc2cccnc12	2.6
Cc1cc2nc(-c3ccccc3)c(CC(C)(C)C)n2c(C)c1Br	0.7
O=C(NCCC1=CCCCC1)C1CCN(S(=O)(=O)N2CCCC2)CC1	1.0
FC(F)(F)c1cccc(N2CCN(C(=S)Nc3nccc4ccccc34)CC2)c1	3.6
CNc1ccccc1C(=O)OC(C)C(=O)Nc1ccc(Cl)cn1 (stereo not drawn)	5.2
O=C(N=Nc1c(O)[nH]c2ccccc12)c1cc(NS(=O)(=O)c2cccs2)cc(NS(=O)(=O)c2cccs2)c1	7.0
COCCNC(=O)c1ccc2c3n(nc2c1)-c1ccc(Cl)cc1CO3	-1.3
CN(C)S(=O)(=O)c1ccc2nnn(O)c2c1	0.2
Cc1ccc(O)c(NC(=O)C2CC(c3c(F)cccc3Cl)=NO2)c1 (stereo not drawn)	-2.6
COc1ccc(C(=O)NC(=S)N2CCCC2)cc1	-1.1

More results follow.
molecule	TTR transcr act
COc1ccc(-c2[nH]ncc2CN2CCC(O)(c3ccc(Cl)cc3)CC2)cc1	0.1
COc1cc(OC)c2c(C)cc(=O)oc2c1C(CCN1CCN(c2ccccc2)CC1)c1ccc2c(c1)OCO2 (stereo not drawn)	-7.3
CCOC(=O)c1c(C)[nH]c(C)c1C(=O)COC(=O)c1cc2ccccc2cc1OC	-1.4
CCC(C)[C@H](NC(=O)NCCCn1ccnc1)C(=O)OC (stereo partly drawn)	1.2
COc1ccc(C2(O)CCN(Cc3nnnn3Cc3ccc(C)cc3)CC2)cc1	-2.0
OCCC1CN(Cc2ccc(Oc3ncccn3)cc2)CCN1CCc1ccccc1 (stereo not drawn)	-0.2
O=C1c2nccnc2C(=O)N1Cc1ccccc1	3.0
CCSc1nc(N)c(C#N)c(-c2ccccc2Cl)c1C#N	-1.5
Cc1c(-c2ccccc2)oc2c(C(=O)OCC(=O)Nc3ccc(F)cc3)cccc2c1=O	0.7
NC(=O)COc1cccc(/C=N/NC(=O)c2ccc(-n3cccc3)cc2)c1	0.7

Following part.
molecule	TTR transcr act
CCc1noc(C)c1C(=O)Nc1cccc(S(=O)(=O)N2CCCCCC2)c1	-0.7
COc1ccc(S(=O)(=O)N2CCOCC2)cc1NC(=O)Cc1ccsc1	3.5
CC(=O)Nc1cccc(NC(=O)c2ccc(COc3ccccc3)cc2)c1	-1.4
Cc1cc(C)nc(NS(=O)(=O)c2ccc(NC(=O)Cc3ccccc3F)cc2)n1	-0.1
COC(=O)C[C@H](NC(=O)Cn1cnc(C(=O)Nc2ccc(C)c(C)c2)n1)C(=O)OC	1.5
NS(=O)(=O)c1ccc(NC(=O)COC(=O)Cn2cnc3ccccc3c2=O)cc1	3.9
CC(=O)c1c(C)[nH]c(C(=O)N2c3ccccc3CC2C)c1C (stereo not drawn)	0.8
COCc1c(C(=O)NCCc2ccc(OC(F)F)cc2)oc2ccccc12	-0.1
FC(F)(F)c1nnc2c(Sc3ccc(Cl)cc3)nc3ccccc3n12	-1.8
CC(=O)Nc1cccc(NC(=O)CSc2nccn2Cc2ccccc2)c1	-3.6

An excerpt of these results, with each value named:
SMILES: COc1ccc(S(=O)(=O)N2CCOCC2)cc1NC(=O)Cc1ccsc1
  TTR transcr act: 3.5
SMILES: CC(=O)Nc1cccc(NC(=O)c2ccc(COc3ccccc3)cc2)c1
  TTR transcr act: -1.4
SMILES: Cc1cc(C)nc(NS(=O)(=O)c2ccc(NC(=O)Cc3ccccc3F)cc2)n1
  TTR transcr act: -0.1

Next part
molecule	TTR transcr act
Cn1cccc1[C@]1(O)C(=O)Nc2ccc(F)cc21	3.5
c1ccc(CCNc2cc(-c3ccc4ccccc4c3)nc3ccnn23)nc1	3.8
COc1cc(C)ccc1OCC(=O)Nc1ccccc1N1CCOCC1	0.2
O=C(/C=C/c1ccccc1)NCC(=O)N/N=C\c1cccnc1	1.9
O=c1c2ccccc2ncn1CCOCCOc1cccc(Br)c1	3.5
COc1ccc(S(=O)(=O)N(C)CC(=O)Nc2ccccc2C(F)(F)F)cc1Cl	-0.4
C=CCn1c(C)cc(-c2csc(N)n2)c1C	-0.8
CC(C)C[C@H](NC(=O)NC(C)C)C(=O)O	-0.6
COc1ccc2c(c1)OC[C@H]1[C@H]2N2C(=O)CNC(=O)[C@@]2(C)[C@H]1c1ccccc1	0.6
Cc1ccc(C)c(SCC(=O)OC/C(O)=C(\C#N)c2nc3ccccc3[nH]2)c1	-4.3

Continued.
molecule	TTR transcr act
Cc1ccc(OCCOc2ccc(Cl)cc2Cl)c(Br)n1	1.7
CCc1ccc(CCNC(=O)OC2CC3CC2[C@H]2CCCCN2[C@H]3Cc2ccccc2)cc1 (stereo partly drawn)	-0.4
CCc1cccc(NC(=O)c2ccc(NS(=O)(=O)c3c(C)noc3C)cc2)c1	1.4
CCOc1ccc(Oc2ccccc2NS(=O)(=O)c2ccc(CCC(=O)O)cc2)cc1	-0.9
Nc1ccn([C@@H]2O[C@H](C(=O)NCCc3ccc(F)cc3)[C@@H](O)[C@H]2O)c(=O)n1	0.8
Cc1ccccc1NC(=O)c1cc2c(C)nc3ccccc3c2o1	-2.0
CCC[C@H]1C(=O)CC[C@@]23CCCN2C(=O)CCC[C@@H]13	2.6
COc1ccc(NC(=O)c2cc(C)n(Cc3cccs3)c2C)cc1	-0.1
O=[N+]([O-])c1cc(S(=O)(=O)N2CCCCC2)ccc1NCCN1CCOCC1	-0.1
O=C(N[C@@H](Cc1ccccc1)C(=O)OCc1ccccc1)c1nc[nH]c1C(=O)NCc1ccccc1	-4.3

(continued)
molecule	TTR transcr act
CCCNC(=O)COCc1cc(-c2ccc3c(c2)OCO3)on1	-0.3
COC(=O)[C@]12C[C@H](CC(=O)NCc3ccccc3)C(=O)N(Cc3ccco3)C1=C[C@H](C1CCCC1)O[C@@H]2C	2.0
COc1ccc([C@H]2C[C@H](O)[C@@H](n3cc(-c4ccc(F)cc4)nn3)CN2CC2CCCCC2)cc1	-1.2
CSc1ccccc1NC(=O)CN(C)Cc1cc(=O)n2ccsc2n1	0.0

High-throughput results deposited in PubChem BioAssay by The Scripps Research Institute Molecular Screening Center.
